GRP78 ERSR act – induces the endoplasmic reticulum stress response in human glioma cells; U87-MG GRP78 promoter luciferase reporter, 16 h; hit rate 0.02% among 420,000; Potency, µM, inactives show at the top dose activation, hits mostly activators; also: potency is read from the fitted curve at half-maximal effect; series mostly up to about 76 µM; % of control where 0% means no effect; nearly all actives have a fitted effect of over 35% in size
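ERSR induction read as luciferase luminescence (Bright-Glo, 10 min at room temperature) in stably transfected human U87-MG glioma cells exposed to compounds for 16 h, using GRP78 as sensor.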
Vif-APOBEC3G blk – inhibitors of Vif-APOBEC3G interaction. HeLa A3G-eYFP + Vif (tagged APOBEC3G with the HIV-1 protein that degrades it), YFP fluorescence, overnight. Q9HC16. AID 602310. hit rate 0.076% among 410,000. Potency, µM (series often up to 46.1 µM), for inactives: at the top dose activity, negative = active, actives largely listed as inhibitors;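 also: potency is read from the fitted curve at half-maximal effect; % is scaled to controls: 0 for no effect and ±100 for the full control effect; nearly all actives have a fitted effect of over 60% in size; hits raise eYFP signal because A3G escapes Vif-driven loss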
Target sequence (Q9HC16 whole entry, looked up): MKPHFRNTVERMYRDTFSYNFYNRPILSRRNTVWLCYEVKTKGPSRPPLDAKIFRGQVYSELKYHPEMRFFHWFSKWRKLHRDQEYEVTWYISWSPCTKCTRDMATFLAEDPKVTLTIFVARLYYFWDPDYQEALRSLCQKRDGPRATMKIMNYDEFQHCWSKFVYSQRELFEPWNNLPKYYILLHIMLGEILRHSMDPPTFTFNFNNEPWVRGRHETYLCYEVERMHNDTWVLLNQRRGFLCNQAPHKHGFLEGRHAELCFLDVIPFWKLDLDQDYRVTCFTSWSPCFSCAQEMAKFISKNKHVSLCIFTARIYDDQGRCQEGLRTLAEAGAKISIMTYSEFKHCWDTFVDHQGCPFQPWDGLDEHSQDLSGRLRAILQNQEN
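Read-out is eYFP fluorescence (Ex 488/Em 500-530) from Vif-expressing HeLa A3G-eYFP cells; more signal means A3G escaped Vif-mediated degradation. Cells plated overnight, compound pinned in, incubated overnight at 37 deg C.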
IDH1 R132H inh – blocks human mutant IDH1 R132H enzyme; IDH1-R132H enzyme, NADPH consumption, diaphorase/resazurin fluorescence; hit rate 0.093% among 390,000; AID 602179; Potency, µM (top dose mostly 76.6 µM), inactives show at the highest dose activity change, negative = inhibition, usual class: inhibitors; O75874; also: potency is read from the fitted curve at half-maximal effect; % is scaled to controls: 0 for no effect and ±100 for the full control effect; nearly all actives have a fitted effect of over 65% in size
Target sequence (O75874 whole entry R132H, stated change not applied): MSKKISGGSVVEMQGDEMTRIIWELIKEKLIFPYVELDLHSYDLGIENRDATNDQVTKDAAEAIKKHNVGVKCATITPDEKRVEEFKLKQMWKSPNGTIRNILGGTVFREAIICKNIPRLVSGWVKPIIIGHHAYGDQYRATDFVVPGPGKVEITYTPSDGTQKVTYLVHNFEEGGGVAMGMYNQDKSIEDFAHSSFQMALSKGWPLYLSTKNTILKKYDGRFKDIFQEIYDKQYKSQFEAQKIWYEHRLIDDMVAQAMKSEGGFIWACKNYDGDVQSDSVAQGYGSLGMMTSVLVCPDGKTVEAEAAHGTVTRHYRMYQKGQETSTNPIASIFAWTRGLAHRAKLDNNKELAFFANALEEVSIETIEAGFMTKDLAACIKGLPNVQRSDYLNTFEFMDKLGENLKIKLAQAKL
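IDH1-R132H (0.5 ug/mL) preincubated 30 min with compound, then NADPH (0.016 mM) and alpha-KG (2 mM) added; 80 min at RT, pH 7.5. Remaining NADPH coupled via diaphorase/resazurin to fluorescence (540/590 nm); concentration-response curves normalized to no-enzyme control.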
LDHA block – inhibitors of human lactate dehydrogenase A. hit rate 0.15% among 480,000. purified LDHA, NADH/diaphorase-resazurin fluorescence; hits give low values. activity change, % (values are at about 110 or 230 µM). P00338; in the data active = activity change below about -30%; inconclusive = mostly about -25% to -30%;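 also: plate controls were DMSO wells for no effect and wells without enzyme for full effect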
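Human LDH5 at 2 nM final in Tris HCl pH 7.4 with 0.06 mM NADH and 0.2 mM pyruvate, reacted 5 minutes at room temperature. Remaining NADH coupled via diaphorase/resazurin; resorufin fluorescence read at 0 and 20 minutes, normalized to enzyme-free and DMSO wells.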
USP1 inh – blocks the human USP1/UAF1 deubiquitinase complex. O94782. recombinant USP1/UAF1, Ub-Rhodamine cleavage fluorescence. Potency, µM (series often up to 57.1 µM), inactives show top-dose activity change, negative = inhibition, hits mostly inhibitors. hit rate 0.23% among 390,000; also: potency is read from the fitted curve at half-maximal effect; % is scaled to controls: 0 for no effect and ±100 for the full control effect; nearly all actives have a fitted effect of over 60% in size; inactives centre near -12
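USP1/UAF1 complex (1 nM) preincubated 15 min at room temperature with compound, then Ub-Rho substrate (150 nM final) added. Kinetic fluorescence at 480/540 nm over 6 reads at 60 s intervals; 50 mM HEPES pH 7.8, 0.5 mM EDTA, 0.1 mg/ml BSA, 1 mM TCEP, 0.01% Tween-20.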
TrxR1 substrate – rat thioredoxin reductase 1 substrate activity; O89049; AID 588456; Potency, µM (series often up to 114 µM), inactives show at the top dose activity change, negative = substrate turnover; purified TrxR1 substrate turnover, NADPH consumption readout; hit rate 0.01% among 390,000; also: potency is read from the fitted curve at half-maximal effect; % is scaled to controls: 0 for no effect and ±100 for the full control effect; nearly all actives have a fitted effect of over 50% in size
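Rat TrxR1, dispensed at 90 nM, was prereduced with 400 uM NADPH (final) for 5 min at ~22 deg C, then incubated with compound 15 min before 400 uM selenite. A first-read NADPH fluorescence drop versus no-compound background flagged substrates.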
RGS4 inh – human RGS4 inhibition; hit rate 0.039% among 390,000; Transcreener GDP fluorescence polarization, RGS4-accelerated GTP hydrolysis; P49798; AID 504845; Potency, µM (titrated, usually from 114 µM), without a hit: at the highest dose activity change, negative = inhibition, actives largely listed as inhibitors; also: potency is read from the fitted curve at half-maximal effect; % is scaled to controls: 0 for no effect and ±100 for the full control effect; nearly all actives have a fitted effect of over 75% in size; some results filed as inactive show a strong effect at the top dose
Target sequence (P49798 whole entry, looked up): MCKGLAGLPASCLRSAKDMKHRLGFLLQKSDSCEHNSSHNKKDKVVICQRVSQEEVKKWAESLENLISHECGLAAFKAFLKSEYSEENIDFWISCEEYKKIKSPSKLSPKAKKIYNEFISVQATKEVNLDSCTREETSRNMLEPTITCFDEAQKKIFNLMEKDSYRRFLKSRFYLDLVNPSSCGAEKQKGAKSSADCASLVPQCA
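MLSMR compounds (23 nl, pin-transferred) preincubated 10 min at room temperature with a 500nM (2x) first reagent, then RGS4 at 900nM (2x) plus Transcreener GDP mix added; fluorescence polarization (620/688 nm) read before and after 90 min at 30 °C.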
Vif-APOBEC3F blk – blocks the Vif interaction with APOBEC3F; HeLa A3F-eYFP + Vif (tagged APOBEC3F with the HIV-1 protein that degrades it), YFP fluorescence increase; Potency, µM (top dose mostly 46.1 µM), for inactives: at the highest dose activity, negative = active; hit rate 0.2% among 390,000; AID 602313; also: potency is read from the fitted curve at half-maximal effect; % of control where 0% means no effect; nearly all actives have a fitted effect of over 65% in size
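HeLa cells stably expressing Vif plus C-terminally eYFP-tagged A3F were seeded, incubated overnight at 37 deg C, dosed with compound, incubated overnight again at 37 deg C. Yellow fluorescence (Ex 488/Em 500-530) reported blocked Vif-mediated A3F-eYFP degradation.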
rTrxR1 inhibitor – inhibitors of rat thioredoxin reductase 1. Potency, µM (titrated, usually from 114 µM), for inactives: top-dose activity change, negative = inhibition, actives largely listed as inhibitors. hit rate 1% among 390,000. recombinant rTrxR1, NADPH fluorescence consumption, selenite substrate. O89049; also: potency is read from the fitted curve at half-maximal effect; % is scaled to controls: 0 for no effect and ±100 for the full control effect; nearly all actives have a fitted effect of over 65% in size
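Rat TrxR1 (90 nM in the dispensed reagent) was pre-reduced with 400 uM NADPH for 5 min at room temperature, then incubated with compound for 15 min. After 400 uM selenite was added, NADPH fluorescence (Ex 340/Em 450 nm) was followed for 8 min.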
The depositor's hits bear a star; ? = inconclusive; . = not tested or not shown; [ ] = remark or other dose. Unless noted, calls follow the shape of the dose curve; as a rule, active = well fitted curve in the direction sought with a large enough effect; inconclusive = small, poorly fitted or top-dose-only effect, or another doubt; inactive = no such curve, though single readings can be large; an effect the other way counts as inactive or inconclusive.

no.	SMILES	GRP78 ERSR act	Vif-APOBEC3G blk	IDH1 R132H inh	LDHA block	USP1 inh	TrxR1 substrate	RGS4 inh	Vif-APOBEC3F blk	rTrxR1 inhibitor
1	Cc1cccc(-c2ocnc2C(=O)Nc2ncc(C)s2)c1	-5%	0%	7%	-3	-12%	.	.	0%	.
2	c1ccc(OCCOCCN2CCc3ccccc3C2)cc1	-3%	-8%	5%	-2	-23%	5%	22%[11.4 µM]	0%	15%
3	COc1cc(OC)c(NC(=S)NCc2ccc(F)cc2)cc1Cl	-2%	-2%	-3%	-6	-7%	0%[57.1 µM]	-16%	-1%	13%[57.1 µM]
4	CC1=CC(=NOC(=O)c2cccc([N+](=O)[O-])c2)C=C(C)C1=O	-6%	?	1%	9	-20%	-1%	10%	?	10µM*
5	c1ccc2c(NCCc3c[nH]c4ccccc34)c3ccccc3nc2c1	-12%	-16%	-7%	4	-23%	-3%[57.1 µM]	-3%	0%	4%[2.29 µM]
6	CSc1ccc(CN2CCCCCC2)cc1	0%	5%	-5%	-13	-10%	5%[57.1 µM]	11%	-1%	5%[57.1 µM]
7	O=c1cc(N2CCCCC2)c(-c2ccccc2)nn1Cc1ccc(Cl)cc1Cl	-6%	-9%	3%	-3	-14%	-6%	-2%[11.4 µM]	-18%	12%[57.1 µM]
8	c1ccc(-n2ncc3cccnc32)cc1	0%	-1%	-3%	-2	-19%	34%	10%	1%	22%
9	O=C(c1oc2ccccc2c1CSCc1ccccc1)N1CCN(c2ncccn2)CC1	-5%	-1%	-1%	-8	-18%	-9%	3%	2%	-11%
10	Oc1ccc(/C=N/NC(=S)Nc2cccnc2)cc1	3%	0%	4%	2	-10%	-6%	-30%	0%	-21%
11	Nc1ccccc1C(=O)NCc1ccccc1	-2%	0%	2%	0	-8%	79%[activator][57.1 µM]	-11%[11.4 µM]	11%	23%[57.1 µM]
12	O=C(Oc1ccccc1)c1ccccc1OS(=O)(=O)c1ccccc1	-3%	-9%	9%	-8	-19%	-9%	-16%	?	-5%
13	Cc1c(C)c2c(C)nn(-c3ccccc3)c2[nH]c1=O	0%	-5%	6%	0	-20%	7%	20%	-3%	18%
14	COc1ccc(OC)c(NC(=O)CC2Oc3ccccc3NC2=O)c1 (stereo not given)	3%	-5%	4%	-7	-18%	0%	7%	7%	15%
15	COc1cccc(-c2nnc(SCC(=O)N3CCCCC3)o2)c1	-1%	-5%	2%	1	-12%	-5%	?	4%	-2%
16	COc1ccc(S(=O)(=O)NCC(=O)Nc2ccc3c(c2)OCCO3)cc1OC	-2%	4%	3%	-5	7%	0%	13%	-8%	11%
17	Cc1ccc(Cn2nc(C)c(NC(=O)CCCn3nc([N+](=O)[O-])c(Cl)c3C)c2C)cc1	-5%	-9%	-1%	-1	0%	-5%	-11%	-2%	-2%
18	CCOc1ccc2oc(C(=O)Nc3cc(C)ccn3)c(C)c2c1	-7%	-2%	4%	2	-22%	7%	-26%	-1%	10%
19	O=C(C1=C(O)C(=O)N(c2ncccn2)C1c1ccc(F)cc1)c1ccco1 (stereo not given)	-3%	-1%	0%	1	-14%	-9%[57.1 µM]	-5%	-8%	-14%[57.1 µM]
20	Cc1cc(C)n(C(=O)c2ccc([N+](=O)[O-])cc2N)n1	-4%	-4%	8%	-1	-12%	10%	-28%	8%	18%[57.1 µM]
21	O=C(Cn1cccc1C(=O)c1ccccc1)NCc1ccccn1	-3%	-2%	1%	-3	-2%	8%[57.1 µM]	18%	-5%	-4%[57.1 µM]
22	CCOC(=O)c1cc2cc([N+](=O)[O-])cc(OC)c2oc1=O	-7%	-2%	-2%	-4	-21%	5%[57.1 µM]	-1%	1%	12%[57.1 µM]
23	O=C(NCCCN1CCOCC1)C(=O)N/N=C/c1c2ccccc2cc2ccccc12	-6%	?	2%	-1	-10%	-7%	-1%	?	-6%
24	COC(=O)C(C)Sc1nnc(Cc2cc(=O)[nH]c(=O)[nH]2)n1-c1cccc(OC)c1 (stereo not given)	-3%	-1%	1%	-5	-18%	4%	-12%	1%	8%
25	Cc1ccc(S(=O)(=O)N(C)C)cc1NC(=O)C(C)Sc1ccccc1 (stereo not given)	0%	7%	-12%	-3	-24%	-3%	21%	-16%	8%
26	CCOc1ccc(C2c3c(oc4ccc(C)cc4c3=O)C(=O)N2Cc2ccc3c(c2)OCO3)cc1OC (stereo not given)	-5%	2%	15%	5	-27%	10%	-13%	-7%	29%
27	Cc1ccc(S(=O)(=O)N2CCN(C(=O)COC(=O)CCCOc3ccccc3)CC2)c(C)c1	-4%	3%	-5%	0	-9%	1%	-12%	5%	20%
28	COc1ccc(/C(O)=C2/C(=O)C(=O)N(CCCN3CCOCC3)C2c2ccc(C(C)C)cc2)cc1 (stereo not given)	-3%	7%	0%	-2	-22%	4%	-16%	-5%	12%
29	Cc1ccnc(N/C=C(/NC(=O)c2ccccc2)C(=O)NN)n1	-5%	0%	-9%	-4	-9%	-9%[57.1 µM]	21%	2%	-10%[57.1 µM]
30	Cc1ccc(NC(=O)CSc2nnc(-c3cccnc3)o2)c(C)c1	-3%	-3%	16%	-6	-7%	-1%	-22%	1%	2%
31	COc1ccc(C(=O)OCC(=O)NC(=O)NC2CCCC2)cc1OC	-5%	1%	4%	2	-13%	-3%	-7%	0%	-17%
32	Cc1cc2ccccc2n1CCNC(=O)C1CC1	-3%	1%	10%	-4	-10%	10%[57.1 µM]	-5%	-6%	0%[57.1 µM]
33	COc1ccc(Nc2cccc3ccccc23)cc1	8%	-19%	10%	9	-8%	8%	5%	-24%	-7%
34	CCOc1ccc(NC(=O)CS(=O)CC(=O)Nc2cccnc2)cc1 (stereo not given)	-1%	2%	-4%	-8	?	5%	13%	-1%	23%
35	CC(C)N(Cc1nc2ccccc2c(=O)[nH]1)C(=O)c1ccc(NC(=O)CSc2nnnn2C)cc1	-5%	-5%	4%	-2	-21%	5%	-23%	0%	12%
36	COc1ccccc1N1CCN(CC(O)COCCOc2ccc(Br)cc2)CC1 (stereo not given)	-7%	2%	3%	-5	-10%	-7%	-8%	-20%	-18%
37	CC(NC(=O)CN(C)Cc1ccc(Br)cc1)c1ccccc1 (stereo not given)	-1%	1%	0%	-2	-5%	0%	-20%	-6%	6%
38	N#Cc1c(NC(=O)CSc2nnnn2C2CCCC2)sc2c1CCCC2	-3%	0%	0%	-9	-10%	-3%	6%	-2%	-35%
39	O=C(c1cccc(Cl)c1)N1CCN(CCCc2ccccc2)CC1	7%	-2%	7%	-9	3%	4%	-7%	?	9%
40	O=C(NC(=S)Nc1ccc(N2CCOCC2)cc1)c1cccs1	4%	0%	-4%	-4	-3%	-6%	-14%	-28%	?
41	CC(=O)c1nnn(-c2ccc(F)cc2F)c1C	-3%	6%	1%	-1	-24%	6%	5%	-3%	16%
42	CCCCCCCN(CCCCCCC)c1ccc(/C=C/c2ccnc3ccccc23)cc1	-3%	3%	.	2	.	-4%	.	.	-7%
43	COCCCNC(=O)CCCn1c(SCC(=O)c2ccc(Br)cc2)nc2c(sc3ccccc32)c1=O	-1%	-5%	-14%	-8	27%	-5%	-28%	-15%	-10%
44	CN(CC(=O)O)S(=O)(=O)c1ccc(F)cc1	-1%	1%	1%	6	-8%	-6%	-18%	6%	20%
45	CCOc1ccc2[nH]cc(C(=O)NCCCN3CCOCC3)c(=O)c2c1	7%	4%	2%	-5	-11%	5%	4%	10%	16%[57.1 µM]
46	Cc1ccc(NC(=O)C(=O)NCC(c2cccnc2)N2CCN(Cc3ccccc3)CC2)cc1F (stereo not given)	-3%	1%	-21%	3	17%	-1%	-37%	-7%	-23%
47	O=C(N/N=C/c1ccccc1F)c1cccc(NC(=O)c2ccccc2Cl)c1	3%	-3%	-17%	-6	-22%	1%	10%	1%	21%
48	CCOC(=O)N1CCC(NC(=O)c2ccc(N3CCC4(CC3)OCCO4)c([N+](=O)[O-])c2)CC1	-2%	0%	-5%	-2	5%	2%[57.1 µM]	-4%	-3%	7%
49	COC(=O)c1ccc(NC(=O)CC2C(=O)N(c3ccc(Cl)cc3)C(=O)N2Cc2cccs2)cc1 (stereo not given)	-2%	-8%	-20%	-6	0%	-2%	0%	2%	26%
50	CCC(C)[C@H](NS(=O)(=O)c1ccc(C)cc1)C(=O)N1CCC(C(=O)N2CCC(C(N)=O)CC2)CC1 (stereo not given in full)	-2%	-1%	-7%	-3	17%	0%	38%	0%	6%
51	CCOc1ccc(/C=C/c2c([N+](=O)[O-])c(=O)n(C)c(=O)n2C)cc1	-2%	-6%	3%	3	-9%	-3%[57.1 µM]	2%	13%	-4%[57.1 µM]
52	CC1=C/C(=C\c2ccc(N(C)C)cc2)c2ccccc21	2%	1%	.	4	.	-4%	.	.	-2%

A portion of the library; the hit share may differ from the screen's.
